Screens: PubChem, Southern Research Specialized Biocontainment Screening Center
M. tuberculosis: growth inhibition of non-replicating M. tuberculosis (AID 488890); Mycobacterium tuberculosis non-replicating, growth inhibition; higher % means a stronger effect; hit rate 0.39% among 320,000; inhibition, % at 25 µM, or IC50 in µM where a hit was titrated; in the data active = a potency from the dose series; inconclusive = inhibition mostly from about 82% at the one dose, without a potency; inactive = the rest, 99 in 100 with inhibition below about 76%;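 also: plate controls were DMSO cells for no effect and high antibiotic wells for full effect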
influenza NS1A: NS1A inhibition, H1N1 influenza, cell based functional assay (AID 504329); NS1A functional cell-based assay, percent inhibition; higher % means a stronger effect; inhibition, % at 12.5 µM, or IC50 in µM where a hit was titrated; hit rate 0.3% among 340,000; in the data active = a potency from the dose series; inconclusive = inhibition above about 27% without an active follow-up result; also: strong numbers were not always called active
H37Rv inhibition: M. tuberculosis growth inhibition, HTS (AID 449762) | M. tuberculosis H37Rv growth inhibition, 7H9 media; higher % means a stronger effect | hit rate 0.59% among 330,000 | inhibition, % at 25 µM; hits with a dose series show IC50 in µM; in the data active = a potency from the dose series; inconclusive = inhibition above about 70% without an active follow-up result;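 also: bacterial growth assessed after seven days of incubation; strong numbers were not always called active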
inhibitors of VEEV: inhibitors of VEEV TC-83 cytopathic effect, confirmation, Vero cells (AID 588727). Vero cells, VEEV TC-83 cytopathic effect inhibition; higher % means a stronger effect. inhibition, % at 20 µM; hits with a dose series show IC50 in µM. hit rate 0.13% among 350,000; in the data active = a potency from the dose series; inconclusive = inhibition mostly from about 14% at the one dose, without a potency; inactive = the rest, 99 in 100 with inhibition below about 12%; also: strong numbers were not always called active
PhoP GFP inhibition: PhoP regulon inhibitors, Salmonella typhi PhoP promoter GFP reporter, confirmatory (AID 1850) | hit rate 0.33% among 310,000 | one-dose inhibition, % at 50 µM; IC50 in µM for titrated hits | Salmonella Typhi PhoP-promoter GFP reporter, fluorescence, 4 h; higher % means a stronger effect; in the data active = a potency from the dose series; inconclusive = inhibition mostly from about 25% at the one dose, without a potency; inactive = the rest, 99 in 100 with inhibition below about 19%;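 also: 0% = induced wells with vehicle and 100% = uninduced wells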
inhibitors of VEEV 10K pilot screen: recorded beside inhibitors of VEEV, whose call it bears; inhibition, %; measured here: 10K pilot screen inhibition
Numbers without * were called inactive; i = inactive; ? = inconclusive; . = not tested or not shown. Not a hit list; 1.6% or so of the library scored in one or more.

SMILES	M. tuberculosis	influenza NS1A	H37Rv inhibition	inhibitors of VEEV	PhoP GFP inhibition	others
CCCC(=O)NC(=S)Nc1nc(-c2ccc(OC)cc2)cs1	39%	-6%	6%	0.4%	-10%
Cc1ccccc1NC(=S)NNC(=O)c1cccc(Br)c1	1%	4%	1%	3.0%	2%
CN(C(=O)CSc1nnnn1-c1ccccc1)C1CCCCC1	11%	-18%	3%	1.0%	-8%
O=C1CCC2=C(CCCC2=O)N1	-12%	-7%	-9%	0.4%	-4%
CC1Sc2ccc(S(=O)(=O)N3CCC(C(=O)NCC(C)c4ccccc4)CC3)cc2NC1=O (stereo unspecified)	46%	11%	-1%	0.5%	-1%
COc1ccc(CN2CCN(C(C)C)C(CCO)C2)cc1Cn1cncn1 (stereo unspecified)	-7%	2%	-4%	1.8%	3%
CN(C)S(=O)(=O)c1ccc(NC(=O)c2cc3ccccc3o2)cc1	10%	-20%	44%	i	2%
CC(=O)c1cccc(OCC(=O)N(C)CC(=O)NCc2ccco2)c1	10%	-7%	-3%	i	.
O=C(CCCOc1ccc(Cl)cc1Cl)Nc1cc(S(=O)(=O)N2CCOCC2)ccc1N1CCOCC1	.	-4%	.	3.8%	.
CON(C)c1nc(C2CCCCC2)c2cc(C)ccc2n1	4%	4%	60µM*	i	5%
CCOc1ccccc1NC(=S)Nc1ccc(S(N)(=O)=O)cc1	16%	-3%	4%	1.2%	4%
CN1C(=O)C(=Cc2ccc(N3CCOCC3)o2)C(=O)N(C)C1=O	11%	4%	-4%	0.7%	-22%
CCOc1ccc(NC(=O)CSc2ncn[nH]2)cc1	-3%	-2%	65%	2.4%	-4%
COc1ccccc1-c1cc(-c2ccccc2)nc(SCC(=O)O)c1C#N	16%	1%	-6%	i	-8%
N#C/C(=C\c1ccc(-c2cccc([N+](=O)[O-])c2)o1)C(=O)N1CCOCC1	2%	6%	0%	i	-5%	inhibitors of VEEV 10K pilot screen=0.7
Nc1nnc(SCC(=O)Nc2nnc(-c3ccccc3)o2)s1	-1%	-14%	6%	0.2%	.
COCCn1c(-c2ccc(OC)cc2)cnc1N	4%	5%	-3%	i	-2%
O=C(CC(=O)OCc1ccccc1)OCc1ccccc1	.	6%	.	i	.
O=C1NC(=Nc2ccccc2)SC1(CO)CO	-5%	0%	-2%	2.4%	-7%
O=C(NCc1ccccc1)c1ccc(S(=O)(=O)NCc2ccco2)cc1	8%	-1%	0%	1.0%	-6%

3 compounds out of the list, ordered by number of heavy atoms, lowest first:
SMILES	M. tuberculosis	influenza NS1A	H37Rv inhibition	inhibitors of VEEV	PhoP GFP inhibition	others
O=C1NC(=Nc2ccccc2)SC1(CO)CO	-5%	0%	-2%	2.4%	-7%
COCCn1c(-c2ccc(OC)cc2)cnc1N	4%	5%	-3%	i	-2%
O=C(CC(=O)OCc1ccccc1)OCc1ccccc1	.	6%	.	i	.

Continued.
SMILES	M. tuberculosis	influenza NS1A	H37Rv inhibition	inhibitors of VEEV	PhoP GFP inhibition	others
Cc1ccsc1CNn1cnnc1SCc1ccccc1F	2%	18%	-13%	i	-1%
CCOC(=O)C1CCCN(S(=O)(=O)c2cccc3nsnc23)C1 (stereo unspecified)	-8%	-10%	-1%	i	-5%
O=C(COc1ccccc1)N/N=C/c1ccc(O[C@@H]2O[C@H](CO)[C@@H](O)[C@H](O)[C@H]2O)cc1	0%	-3%	1%	2.8%	-3%
Cc1cccc(NC(=O)CSc2nnnn2C)n1	-19%	-6%	-4%	1.3%	1%
CC(=O)Nc1ccc(/C=C/C(=O)c2ccc3c(c2)OCCO3)cc1	29%	8%	36%	11%	5%
CC(=O)Nc1ccc(NC(=O)CSc2nnc3ccc(-c4ccccn4)nn23)cc1	-6%	4%	8%	1.7%	-4%
O=C(NN=C1CCCC1)c1ccc(Br)cc1	-13%	-2%	0%	0.2%	3%
O=c1cc(NCC2CCCO2)[nH]c(=O)n1-c1ccc(Cl)cc1 (stereo unspecified)	-38%	21%	-8%	0.8%	3%
COc1ccc(NC(=O)COC(=O)CN2C(=O)NC(C)(C)C2=O)cc1	-15%	-3%	0%	1.3%	.
NNC(=O)c1cn2ccccc2n1	-14%	1%	-1%	1.5%	17%
CC(C)CCc1noc(CN2CCC(CCN3CCCC3=O)CC2)n1	-4%	-4%	2%	i	-1%
O=C(O)CSc1nc2ccccc2c(=O)[nH]1	-4%	6%	-4%	0.1%	-9%
Cc1c(C(=O)OC(C)C(C)C[N+](C)(C)C)oc2ccccc12 (stereo unspecified)	19%	-10%	1%	i	-16%
O=C(CC1SC(=O)N(c2ccccc2)C1=O)Nc1ccc(Cl)cc1 (stereo unspecified)	1%	-23%	-3%	i	4%
CCOc1ccc(NC(=O)CN(C)C(=O)c2cc([N+](=O)[O-])ccc2N2CCCCC2)cc1OCC	28%	14%	47%	11%	-1%
Cc1ccccc1C(=O)Nc1nnc(-c2ccco2)o1	5µM*	2%	?	0.8%	7%
N#Cc1ccc(C(=O)Nc2nnc(-c3ccccn3)o2)cc1	-18%	-1%	65%	1.0%	-2%
Clc1cccc(CSc2ccc(-c3ccco3)nn2)c1	66%	9%	4%	0.6%	8%
O=C(C(=O)N(Cc1ccccc1)Cc1ccccc1)c1c(-c2ccccc2)[nH]c2ccccc12	.	-3%	.	11%	.
CC(=O)c1c(C)[nH]c(C(=O)Nc2nc(-c3ccc(Cl)cc3)cs2)c1C	4%	-6%	45%	13%	-3%
CC1CCCC(NC(=O)CN2CCN(S(=O)(=O)c3cccs3)CC2)C1C (stereo unspecified)	1%	-16%	4%	7.3%	.
O=C1[C@H](Cc2ccccc2)NCCCC[C@@H](c2ccc(Cl)cc2)N1Cc1ccccc1	.	-2%	.	1.6%	.	inhibitors of VEEV 10K pilot screen=0.9
CCS(=O)(=O)N1CCN(Cc2ccncc2)CC1	-2%	-11%	4%	0.6%	-9%
COC(=O)c1cc(NS(=O)(=O)c2ccc(N3CCCCC3)c([N+](=O)[O-])c2)cc(C(=O)OC)c1	17%	-20%	4%	i	2%
CCOC(=O)c1c(NC(=O)C2C3CCC(O3)C2C(=O)O)sc2c1CCC(CC)C2 (stereo unspecified)	9%	-2%	14%	1.8%	-1%
Cc1ccc(C2(C)NC(=O)N(CC(=O)Nc3ccccc3N3CCCC3)C2=O)cc1 (stereo unspecified)	20%	2%	15%	9.6%	5%
COc1ccc(NC(=O)Nc2cccc(Cl)c2Cl)c(OC)n1	-6%	1%	-2%	1.0%	3%
CCOC(=O)C1CCN(Cc2cc(=O)oc3cc(C)ccc23)CC1	-7%	-6%	-7%	2.8%	-4%
Cc1c(C(=O)NCCSCc2ccco2)cccc1[N+](=O)[O-]	43%	-2%	4%	0.1%	-2%
O=C(NCC1COc2ccccc2O1)c1cc(S(=O)(=O)N2CCOCC2)ccc1F (stereo unspecified)	.	-3%	.	7.4%	.

A section from the list above, as a working copy:
SMILES	M. tuberculosis	influenza NS1A	H37Rv inhibition	inhibitors of VEEV	PhoP GFP inhibition	others
CCCC(=O)NC(=S)Nc1nc(-c2ccc(OC)cc2)cs1	39%	-6%	6%	0.4%	-10%
Cc1ccccc1NC(=S)NNC(=O)c1cccc(Br)c1	1%	4%	1%	3.0%	2%
CN(C(=O)CSc1nnnn1-c1ccccc1)C1CCCCC1	11%	-18%	3%	1.0%	-8%
O=C1CCC2=C(CCCC2=O)N1	-12%	-7%	-9%	0.4%	-4%
CC1Sc2ccc(S(=O)(=O)N3CCC(C(=O)NCC(C)c4ccccc4)CC3)cc2NC1=O (stereo unspecified)	46%	11%	-1%	0.5%	-1%

Next records:
SMILES	M. tuberculosis	influenza NS1A	H37Rv inhibition	inhibitors of VEEV	PhoP GFP inhibition	others
COc1ccc2c(n1)Sc1nc3ccccc3nc1N2	1%	19%	8%	0.5%	-4%
Cc1ccc(S(=O)(=O)N2CCN(C(=O)C3CCCC3)CC2)cc1C	5%	-8%	5%	i	7%
CCN(CC)C(=O)CSc1nc2ccccc2c(=O)n1CCC(=O)N1CCN(c2ccccc2)CC1	1%	1%	-1%	7.8%	11%
COc1ccccc1N(CC(O)CN1C(C)CCCC1C)S(=O)(=O)c1ccccc1 (stereo unspecified)	7%	-5%	3%	i	11%
CN(C)S(=O)(=O)N(CC(=O)N1CCOCC1)c1ccccc1	-1%	0%	0%	0.1%	4%
Nc1c(C(=O)Nn2cnnc2)cc([N+](=O)[O-])cc1[N+](=O)[O-]	6%	.	3%	.	-10%
CC(=O)N1CCc2cc(S(=O)(=O)NC(CC(C)C)C(=O)N3CCCC3)ccc21 (stereo unspecified)	3%	-1%	0%	3.8%	5%
CC(=O)Nc1ccc(S(=O)(=O)NCCC(=O)N2CCC(Cc3ccccc3)CC2)cc1	17%	1%	-16%	0.8%	.
O=C(C1=C(O)C(=O)N(Cc2ccco2)C1c1cccc(O)c1)c1ccco1 (stereo unspecified)	-9%	7%	-8%	0.2%	8%
Cc1ccc2nc(Cl)c(C3CC(c4cccs4)=NN3C(=O)CCCC(=O)O)cc2c1 (stereo unspecified)	19%	7%	0%	0.5%	-3%
COc1cccc(C2=CC(c3ccc(OC)c(OC)c3OC)n3nnnc3N2)c1 (stereo unspecified)	14%	3%	?	4.1%	-7%
O=C(/C=C/c1cc(Br)ccc1O)c1ccco1	?	3%	8µM*	4.0%	84µM*
COc1cccc(C(=O)NCCCNC(=O)c2ccccn2)c1	-16%	-6%	-6%	3.5%	-2%
COc1ccc(N2C(=O)C(F)(F)C2c2cccc(F)c2)cc1 (stereo unspecified)	2.1µM*	3%	?	0.7%	3%
Cc1cc(C(=O)N/N=C/c2ccc(-c3cccc([N+](=O)[O-])c3)o2)n[nH]1	-4%	1%	8%	0.4%	-15%
COc1ccc2oc3cc(C)[n+]([O-])c(-c4ccc(C)cc4)c3c2c1	9%	17%	6%	i	3%
CCc1ccc(OCCCCCn2ccnc2)cc1	?	-18%	20%	i	5%
O=C(CSC1c2ccccc2C(=O)N1c1ccccc1)N1CCOCC1 (stereo unspecified)	-17%	26%	-12%	2.2%	11%
O=C(O)c1ccccc1-c1ccccc1C(=O)Nc1cccc(-c2nc3ccccc3o2)c1	62%	6%	39%	5.6%	1%
COCCCNc1nc2c(c(=O)[nH]c(=O)n2C)n1CCCc1ccccc1	-6%	4%	2%	0.9%	1%
COc1ccc(CCC(=O)N2CCN(c3ccc(OC)cc3)CC2)cc1	.	-8%	.	0.9%	.
O=C(COc1ccccc1O)c1cccs1	13%	8%	-5%	0.1%	10%	inhibitors of VEEV 10K pilot screen=1.2
CCOC(=O)CSc1nc(C)nc2c1sc1nc(C)c(C(C)=O)c(-c3ccc(OC)cc3)c12	4%	10%	-1%	2.4%	-2%
COc1ccccc1CNc1ncnc2cc(Cl)ccc12	.	-11%	.	0.2%	.
O=C(c1ccccc1O)N1N=C(c2ccccc2)CC1(O)C(F)(F)F (stereo unspecified)	?	4%	11%	1.4%	0%
CNC(=O)/C(=C\c1ccc([N+](=O)[O-])cc1)NC(C)=O	2%	4%	4%	1.6%	0%
CN(C)CCCN(C(=O)COc1ccccc1)c1nc2ccc(F)cc2s1	-2%	2%	-4%	i	-3%
NNC(=O)C1CC1c1ccccc1 (stereo unspecified)	-7%	18%	2%	0.1%	2%
Fc1ccc(-c2nnn(Cc3ccccc3Cl)n2)cc1	74%	-8%	4%	0.3%	2%
Cc1ccc(C(=O)O)cc1-c1ccc(C=C2C(=O)c3ccccc3C2=O)o1	-9%	5%	0%	3.5%	2%
Cc1cc2c(ncn2C)c(NS(=O)(=O)c2ccc(Cl)cc2)c1C	14%	-2%	2%	1.5%	-8%
Cc1ccccc1NS(=O)(=O)c1ccc(C(=O)N2CCN(c3ccccn3)CC2)cc1	24%	-4%	1%	9.1%	-8%
Cc1c(C(=O)N2CCC(N3CCSCC3)CC2)oc2c(F)cccc12	11%	-4%	6%	1.2%	-3%
COCC(=O)N(Cc1cc2cc(OC)ccc2[nH]c1=O)c1ccccc1	3%	0%	-2%	1.4%	-5%	inhibitors of VEEV 10K pilot screen=1.9
COc1cccc(N2CCN(C3CCCC(C)C3)CC2)c1 (stereo unspecified)	2%	-4%	-4%	i	13%
O=C(NCCC1=CCCCC1)C1CCN(C(=O)Nc2ccccc2)CC1	3%	-25%	4%	i	-1%
COc1ccc(C(C)NC(=O)C2CCCO2)cc1OC (stereo unspecified)	-11%	10%	-11%	0.8%	-5%
CC(C)c1ccc(CN(C)CC(O)c2ccccc2)cc1 (stereo unspecified)	13%	7%	1%	0.1%	0%
CCCNC(=O)c1ccccc1N1CCN(CCCCN2C(=O)C3CCCCN3C2=O)CC1 (stereo unspecified)	-6%	-5%	9%	i	3%
O=C(O)Cn1nc(-c2ccccc2)cc1-c1ccccc1	-12%	0%	-31%	0.1%	-8%
